# Screens as filed in PubChem.
# PDI turbidity: inhibitors of human protein disulfide isomerase | P07237 | PDI insulin aggregation turbidity, A650, 90 min | inhibition, % at 10 µM | 350,000 compounds, 0.052% hits | AID 588391;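 active = mean inhibition across replicates of 30% or more, whatever share of single replicates reach that level; inconclusive = mean inhibition below 30% while every single replicate reaches 30%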;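 note: absorbance from insulin aggregation driven by PDI reduction with DTT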
# Target sequence (P07237 whole entry, looked up): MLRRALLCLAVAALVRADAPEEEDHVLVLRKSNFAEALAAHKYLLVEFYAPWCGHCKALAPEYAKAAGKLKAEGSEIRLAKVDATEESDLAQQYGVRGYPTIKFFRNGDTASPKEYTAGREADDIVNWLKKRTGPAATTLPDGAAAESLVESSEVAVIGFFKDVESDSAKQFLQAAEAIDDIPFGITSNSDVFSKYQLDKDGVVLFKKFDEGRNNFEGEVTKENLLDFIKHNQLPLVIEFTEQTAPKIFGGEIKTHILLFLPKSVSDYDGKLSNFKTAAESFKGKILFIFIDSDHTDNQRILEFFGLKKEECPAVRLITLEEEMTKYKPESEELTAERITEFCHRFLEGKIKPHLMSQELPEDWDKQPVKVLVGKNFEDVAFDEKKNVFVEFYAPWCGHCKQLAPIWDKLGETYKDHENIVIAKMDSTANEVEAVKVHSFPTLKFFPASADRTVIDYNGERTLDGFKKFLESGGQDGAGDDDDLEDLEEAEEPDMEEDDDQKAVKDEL
# aDG glyco up: alpha-DG glycosylation activation; Pro5-aDG cells, alpha-DG glycosylation AlphaScreen (IIH6); 0% Pro5, 100% B10-LARGE cell signal; activation, % at 10 µM; 360,000 compounds, 0.22% hits; AID 624168;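 active = activation of at least 8% versus controls, or a plate z-score of at least 8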;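 note: Pro5 are CHO cells carrying HIG-tagged alpha-DG that lacks glycosylation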
# Vif inh: blocks HIV Vif function; HEK293T cells, Vif self-association by quenched fluorescence, imaging, 24 h; inhibition, % at 7.49 µM; 340,000 compounds, 0.35% hits; in the data active = inhibition above about 50%, passing the limit was not always enough; inconclusive = no clear call, values can overlap the other calls; inactive = below about 31%; note: some results filed as inactive read as strong as hits
# HIF-2a block: inhibitors of HIF-2a. inhibition, % at 18.8 µM. AID 624352. 360,000 compounds, 0.72% hits. 786-0 RCC cells HIF-2a reporter, luciferase luminescence, overnight;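 active = inhibition of the luminescence signal of 40% or more relative to plate controls, in a single-dose primary screen at 18.75 µM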
# Peg3 prom inh: Peg3 promoter activity inhibition | 360,000 compounds, 1.7% hits | AID 588405 | inhibition, % at 20 µM | HeLa PEG-Prom luciferase reporter, luminescence, overnight;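 active = inhibition of at least 50% at 20 µM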
# NR2E3 ag-1: agonists of human NR2E3 nuclear receptor. CHO-S Gal4-NCOR/VP16-NR2E3 two-hybrid, luciferase. 360,000 compounds, 0.35% hits. AID 602229. Q9Y5X4. inhibition of corepressor binding, % at 3.98 µM;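 active = inhibition above the mean of all tested compounds plus 3 SD, cut at about 70% in these data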;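 note: 0% = DMSO with NR2E3 transfected cells and 100% = cells lacking NR2E3 construct; higher means lower luciferase signal from less NR2E3 corepressor binding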
# Target sequence (Q9Y5X4 whole entry, looked up, the tested form may be a part): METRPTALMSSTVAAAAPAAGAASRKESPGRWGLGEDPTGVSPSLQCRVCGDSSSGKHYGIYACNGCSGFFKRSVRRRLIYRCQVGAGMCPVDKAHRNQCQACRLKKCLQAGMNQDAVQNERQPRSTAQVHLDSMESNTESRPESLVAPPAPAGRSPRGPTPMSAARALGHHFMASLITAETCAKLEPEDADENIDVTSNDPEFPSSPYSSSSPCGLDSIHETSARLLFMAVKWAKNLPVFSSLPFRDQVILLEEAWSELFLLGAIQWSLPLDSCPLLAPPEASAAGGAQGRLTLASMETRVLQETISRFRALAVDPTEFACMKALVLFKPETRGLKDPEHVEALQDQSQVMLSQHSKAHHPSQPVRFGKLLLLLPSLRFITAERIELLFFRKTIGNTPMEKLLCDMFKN
# hiPSC survival: increases survival of single human iPS cells; hiPSC single-cell survival, ATPlite luminescence; 100% = ROCK inhibitor wells, 0% = DMSO; survival enhancement, % at 20 µM; 360,000 compounds, 0.044% hits; in the data active = survival enhancement above about 18%;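 note: cells exposed to compounds for 16 hours before the ATP read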
# Exocytosis inh: lytic granule exocytosis inhibition | TALL-104 LAMP-1 surface exposure, flow cytometry; cells stimulated with thapsigargin and PMA | inhibition, % at 10 µM | 360,000 compounds, 0.66% hits | AID 651702;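 active = inhibition above about 55%, limit read from the data; inconclusive = no clear call, values can overlap the other calls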
# CaV13 FRET inh: Primary screen for inhibitors of IQ motif and Ca2+-dependent inactivation inhibitor domain binding in CACNA1D, Förster resonance energy transfer in living cells, … | AID 743397 | HEK cells, CFP/YFP FRET ICDI-IQ, plate reader, 10 min; percent FRET-ratio fall versus neutral wells | 340,000 compounds, 0.098% hits | inhibition, % at 12.3 µM;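 active = mean replicate inhibition of at least 30% and at least 1% of replicates passing that level; inconclusive = only one of the two criteria is met; inactive = neither criterion is met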;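 note: 0% = median of the neutral control wells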
# TRPM1 prom inh: inhibitors of MITF-driven TRPM1 promoter in melanoma cells | 330,000 compounds, 0.83% hits | AID 488899 | SK-MEL-5 TRPM1 promoter luciferase, 24 h | inhibition, % at 12.5 µM;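 active = mean inhibition across replicates of 60% or more, whatever share of single replicates reaches that level; inconclusive = some that reach 60%, reason not given; inactive = mean inhibition across replicates below 60%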; note: values of inactives mirror those of a sister screen read the other way
# NR2E3 ag-2: agonists of human nuclear receptor NR2E3; Q9Y5X4; GST-NR2E3/biotin-RetCOR TR-FRET, 1536-well; inhibition of corepressor binding, % at 4.78 µM; 320,000 compounds, 0.12% hits; AID 2300;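 active = percent inhibition above the cutoff of mean plus 3 SD of all tested compounds, set per screening campaign, cut at about 20% in these data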;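 note: 0% = DMSO wells and 100% = biotin wells as full block of FRET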
#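 Format: 1536-well format; test system: GST-NR2E3 and biotin-RetCOR proteins; read-out basis: percent inhibition of TR-FRET ratio; timing: 5 h incubation at 4 °C; detection: time-resolved FRET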
# * = called active by the depositor; ? = inconclusive; nt = no result given.
SMILES,PDI turbidity,aDG glyco up,Vif inh,HIF-2a block,Peg3 prom inh,NR2E3 ag-1,hiPSC survival,Exocytosis inh,CaV13 FRET inh,TRPM1 prom inh,NR2E3 ag-2
COc1ccc(CCNC(=O)C2C3CCC(C3)C2C(=O)O)cc1OC (stereo unspecified),0,-0.2,-3,14,28,-17,-0.1,1,-14,12,2
CCC(C)[C@H](NC(=O)Nc1ccc(Oc2ccccc2)cc1)C(=O)O (stereo partly specified),3,-0.2,3,8,11,-1,-1.9,-2,nt,-7,-1
CCN(CC)CCN1C(=O)c2oc3ccc(F)cc3c(=O)c2C1c1ccncc1 (stereo unspecified),nt,-0.1,7,8,5,9,1.8,-1,-7,nt,3
Cc1ccc(NS(=O)(=O)c2ccc3c(c2)NC(=O)CO3)c(C)c1,-1,0.2,-4,6,4,-14,-0.4,-4,-2,7,-3
Clc1ccc(-c2noc(COc3ccccc3)n2)cc1,0,0.0,17,-234,-185,-39,0.0,-2,-3,-50,-2
Cc1ccc(N2CC(C(=O)Nc3nnc(SCc4ccccn4)s3)CC2=O)cc1 (stereo unspecified),2,-0.1,-6,6,12,-24,-0.4,-4,nt,-6,1
CC1Cc2ccccc2N1C(=O)CN1C(=O)NC(C)(CCc2ccccc2)C1=O (stereo unspecified),-4,-0.3,1,11,5,23,-0.5,-2,-2,0,1
Cc1ccc(NC(=O)CN2C(=S)NC(C)(C)CC2C)cc1Cl (stereo unspecified),4,0.1,-6,9,22,-11,-1.0,1,-5,18,0
CCCCNC(=O)CCn1c(=O)c2ccccc2n(Cc2ccc(F)cc2)c1=O,1,0.6,-7,17,13,-18,14,1,-5,5,-1
CCC(=O)c1ccc(OC)c(OC)c1O,9,-0.1,5,13,-4,-9,1.0,-8,-20,-14,1
COc1cc(C)c(NC(=O)C(=S)N2CCCC2)cc1C,-2,0.0,-6,-3,2,-18,-0.7,-1,-2,6,-3
CC(=O)N(C(C)=O)c1ccc2c(c1)OCCO2,0,0.0,-1,-8,-5,0,0.7,-3,-10,nt,nt
O=C(Nc1cc(S(=O)(=O)N2CCOCC2)ccc1N1CCCC1)c1cnccn1,7,0.0,2,17,-3,-19,0.1,0,-5,1,2
CN(C)C1=NC[C@H](Cc2ccccc2)N1CC1CCC(C(C)(C)C)CC1 (stereo partly specified),11,0.3,-4,5,-7,8,0.7,-9,nt,-10,2
COc1ccc(CCNC(=O)C(=O)NCC2OCCN2S(=O)(=O)c2ccc(F)cc2)cc1 (stereo unspecified),nt,-0.1,-1,14,15,27,-1.2,0,-3,0,-2
O=C(NNC(=O)C12CC3CC(CC(C3)C1)C2)c1ccccc1F,-1,0.0,-1,21,11,-13,0.0,-4,-7,12,0
O=C(Nc1ccc2oc(-c3ccccc3)nc2c1)c1ccncc1,-4,2.0,-15,-214,-138,-59,-0.7,3,-6,-15,-1
Cc1cc(C(=O)N/N=C/c2cc(Br)cc([N+](=O)[O-])c2O)c2ccccc2n1,4,0.0,2,15,11,-23,0.0,4,-5,7,0
CCOCCn1c(=O)c2c(nc3n2CC(C)CN3Cc2ccccc2)n(C)c1=O (stereo unspecified),15,-0.1,-14,-3,2,-25,-0.2,-1,-2,7,-2
COc1cccc(NC(=S)NC(=O)c2cncc(Br)c2)c1,-2,0.0,1,-83,-44,-57,4.1,-10,-5,-26,-1
N#Cc1c(N)n(-c2ccc(N)cc2)c2nc3ccccc3nc12,-3,-0.1,-2,20,12,-15,-0.4,4,-19,-5,2
Cc1ccc(S(=O)(=O)NCCCNS(C)(=O)=O)cc1,8,0.2,-3,5,4,-9,4.4,-1,-7,13,2
COc1ccccc1C1CC(=O)Oc2cc(C)c(Br)c(C)c21 (stereo unspecified),-3,0.1,-1,9,3,-32,-2.5,0,-10,4,nt
CC(C)(C)NC(=S)Nc1ccc(Nc2ccccc2)cc1,2,2.2,0,-83,-48,-2,0.5,0,-5,-9,-5
COc1ccc(C(=O)N/C(=C/c2ccc(Cl)cc2)C(=O)NCc2ccncc2)cc1,-6,0.2,-2,14,6,18,2.4,-2,-6,-5,-3
CNC(=O)NC(=O)C(C)OC(=O)c1c(C)noc1C (stereo unspecified),-8,-0.1,4,0,-15,-3,-0.4,-1,-5,-4,-2
CCOc1ccccc1OC(C)C(=O)Nc1ccc(S(=O)(=O)N2CCCC2)cc1 (stereo unspecified),-7,0.2,-14,9,23,-31,-0.4,21,-6,3,2
Cc1cc([N+](=O)[O-])nn1Cc1ccc(C(=O)N/N=C/c2ccc(N(C)C)cc2)cc1,-4,0.3,3,2,2,-16,0.2,-3,-8,1,0
Cc1cccc(N2CCN(C(=O)c3ccc4[nH]c(C)c(C)c4c3)CC2)c1C,12,-0.2,14,1,-5,-12,4.0,5,-10,28,nt
COc1ccc(CNC(=O)c2c(C)cc(=O)oc2C)cc1,-4,0.0,-2,11,6,-13,0.0,2,-6,0,-3
Cc1ccc(S(=O)(=O)N2CCC(=O)N(CCOCc3cccc(C)c3)CC2)cc1,-16,0.4,-2,11,2,-4,0.3,-5,-3,-3,0
CCOc1cc2c(cc1/C=C/C(=O)O)OC(C)C2 (stereo unspecified),1,-0.3,6,18,17,-12,-0.1,-10,9,-3,1
CCC(=O)Nc1cccc(NC(=S)NC(=O)Cc2ccccc2)c1,3,0.1,-8,7,2,-30,0.5,-4,-2,8,3
Nc1nc(Nc2ccccc2)nc(N2CCCC2)c1[N+](=O)[O-],11,-0.2,3,-192,-201,-61,1.4,-14,-3,-30,-1
CS(=O)(=O)c1ccc(Cl)c(NC(=O)C2CCCCN2S(=O)(=O)c2ccccc2)c1 (stereo unspecified),-6,-0.5,2,12,5,2,-0.4,-1,-6,10,1
Cc1ccccc1N1CCN(S(=O)(=O)c2cccs2)CC1,-4,0.1,-2,-28,-1,-42,0.0,-3,nt,3,-1
COc1ccc(-c2n[nH]c(=S)n2Cc2ccco2)cc1,0,0.2,0,8,4,-31,-0.4,3,-3,-3,2
N/C(=N\OC(=O)c1ccccc1)C(C(=O)NOC(=O)c1ccccc1)C1CCCCC1 (stereo unspecified),-1,0.1,7,-154,86*,-21,-0.5,2,-6,5,nt
Cc1ccc(NS(=O)(=O)c2cccc(C(=O)N3CCN(c4ncccn4)CC3)c2)cc1,-5,0.4,33,13,3,-14,0.0,-8,-13,7,-3
O=C(Nc1ccc(C(=O)N2CCOCC2)cc1)c1ccccc1,-6,0.0,-2,-22,-14,-20,-2.1,2,-7,6,nt
CC(=O)n1cc([C@@H]2C=C(C(=O)O)O[C@H](OCc3ccc(CO)cc3)C2)c2ccccc21,6,0.0,4,1,-3,-37,-2.6,-1,-11,-5,-1
O=C(COC(=O)COc1ccccc1)NC12CC3CC(CC(C3)C1)C2,-2,-0.2,13,5,16,-19,0.6,-6,-6,3,2
O=C(NCc1ccc(Cl)cc1Cl)C(=O)N1CCCCC1,-4,0.1,1,-3,-15,-29,2.7,-2,-5,1,0
C=CCOC(=O)c1ccc(-n2cnc(C)n2)nc1,-5,-0.1,-2,-12,-13,-13,-3.1,1,-5,0,0
CSc1ccc(/C=C/C(=O)c2ccc(NC(=O)Cc3ccccc3)cc2)cc1,-6,0.2,-5,22,6,-6,1.9,-2,-9,11,2
CN1CCN(c2nc3ccccc3nc2NS(=O)(=O)c2ccc(Br)cc2)CC1,7,0.2,-7,-15,-1,-22,-1.9,4,-6,-4,nt
CCOC(=O)c1cnn2c(C(F)(F)F)cc(-c3cn(C)nc3C)nc12,2,0.0,2,10,-6,-5,2.1,-5,nt,1,1
COc1ccc(C(=O)Nc2cccc(S(=O)(=O)N(C)C)c2)cc1S(=O)(=O)N1CCOCC1,-12,-0.2,-21,-18,4,-7,1.3,1,nt,6,nt
O=C(NNS(=O)(=O)c1ccc(Br)cc1)c1ccccc1-n1cccc1,14,-0.4,2,11,19,-7,-0.3,-6,-6,5,0
Cc1ccc2[nH]c3c(=O)n(CCN4CCOCC4)cnc3c2c1,1,-0.1,nt,-89,-92,-18,5.3,-3,-5,-21,1
CCSc1nc2sc3c(c2c(=O)[nH]1)CCCC3,13,0.0,-7,-11,-38,5,1.2,4,-8,-13,0
COCCN(C(=O)COC(=O)/C=C/c1ccc(SC)cc1)c1c(N)n(Cc2ccccc2)c(=O)[nH]c1=O,-4,0.0,8,2,-12,-28,0.5,38,-19,-20,nt
CC(=O)N(/C=C1\SC(=S)N(c2ccccc2)C1=O)c1ccccc1,-13,-0.1,11,-74,-45,-28,-0.1,26,-5,-13,-2
CCCCC(CC)C(=O)NCc1ccc(F)cc1 (stereo unspecified),5,0.0,4,13,4,-15,-2.4,0,-4,2,-4
CCOC(=O)c1ccccc1NC(=S)N1CCC(N2CCCCC2)CC1,2,-0.1,nt,-20,-62,-7,-2.0,1,-5,-4,0
COc1cc(C(=O)NNC(=O)COc2ccccc2Cl)ccc1OCC(=O)N1CCOCC1,-6,0.2,?,8,10,-20,-0.7,5,-2,-4,3
COc1cc2c(c(OC)c1O)C(=O)CO2,1,-0.1,-3,16,1,-34,-0.1,8,-4,0,2
COCCn1nnnc1C(c1cccc(C(F)(F)F)c1)N1CCOCC1 (stereo unspecified),0,-0.2,8,5,-1,-3,-1.5,4,nt,5,0
CN(c1ccccc1)S(=O)(=O)c1ccc(C(=O)Nc2ccncc2)cc1,1,0.3,-6,0,23,2,-0.5,1,-4,4,-3
CC(=O)Nc1ccc(NC(=O)[C@@H]2CCCN2S(=O)(=O)c2ccc3c(c2)OCCO3)cc1,-1,-0.3,-5,10,6,-12,2.1,-1,5,1,-1

# Other structures:
SMILES,PDI turbidity,aDG glyco up,Vif inh,HIF-2a block,Peg3 prom inh,NR2E3 ag-1,hiPSC survival,Exocytosis inh,CaV13 FRET inh,TRPM1 prom inh,NR2E3 ag-2
O=C(CSc1nnc(CNc2ccccc2)o1)N1CCCc2ccccc21,-1,0.0,-9,-17,4,-5,-1.9,3,-2,4,-5
CCn1cnc2c(oc3ccccc32)c1=O,12,-0.5,20,-67,-56,2,0.7,-1,-4,-4,-5
CCN(C(=O)COC(=O)CSc1ccc(F)cc1)c1c(N)n(Cc2ccccc2)c(=O)[nH]c1=O,4,0.1,-5,2,4,29,0.2,1,-5,10,1
N#CCCN(C(=O)COC(=O)c1cccc(S(=O)(=O)N2CCCCCC2)c1)c1ccc(F)cc1,4,0.0,-7,11,8,-13,7.6,-6,-6,-2,nt
COc1cccc(OC)c1C(=O)NCCN1CCN(C(=O)c2c(OC)cccc2OC)CC1,2,-0.2,nt,13,1,-14,-0.7,3,-4,0,2

# Random draw from the library; any-hit rate near 3.5%.
